# Source: PubChem (several laboratories)
# iPSC survival up: hiPSC single-cell survival enhancement. ATPlite luminescence; 100% = ROCK inhibitor wells, 0% = DMSO. survival enhancement, % at 20 µM. 0.044% of 360,000 active. AID 602274; in the data active = survival enhancement above about 18%;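 also: cells exposed to compounds for 16 hours before the ATP read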
# HIF-2a block: inhibitors of HIF-2a; 786-0 RCC cells HIF-2a reporter, luciferase luminescence, overnight; inhibition, % at 18.8 µM; 0.72% of 360,000 active;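 active = inhibition of the luminescence signal of 40% or more relative to plate controls, in a single-dose primary screen at 18.75 µM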
# Peg3 promoter: reduces Peg3 promoter-driven luciferase expression in HeLa; HeLa PEG-Prom luciferase reporter, luminescence, overnight; 1.7% of 360,000 active; inhibition, % at 20 µM;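 active = inhibition of at least 50% at 20 µM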
# LMP1 NFkB inh: inhibitors of Epstein-Barr LMP1-induced NF-kappaB reporter | AID 504558 | LMP1-induced NF-kappaB luciferase reporter cells, luminescence | inhibition, % at 12.5 µM | 0.69% of 350,000 active; in the data active = inhibition above about 41%;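 also: 0% = neutral control wells and 100% = reference inhibitor control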
# KKLEB tox: counter-screen for CF NF-kB inhibitors: cytotoxicity | 0.36% of 360,000 active | activity change (cytotoxicity), % at 5 µM | KKLEB CF airway cells viability, ATPlite luminescence, overnight; active compounds read low; cells stimulated with P. aeruginosa culture filtrate;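 active = corrected activity change at or below -50% at 5 µM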
# NR2E3 ag-1: activates human NR2E3 receptor; Q9Y5X4; CHO-S Gal4-NCOR/VP16-NR2E3 two-hybrid, luciferase; inhibition of corepressor binding, % at 3.98 µM; 0.35% of 360,000 active; AID 602229;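 active = inhibition above the mean of all tested compounds plus 3 SD, cut at about 70% in these data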;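 also: 0% = DMSO with NR2E3 transfected cells and 100% = cells lacking NR2E3 construct; higher means lower luciferase signal from less NR2E3 corepressor binding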
# Target sequence (Q9Y5X4 whole entry, looked up, the tested form may be a part): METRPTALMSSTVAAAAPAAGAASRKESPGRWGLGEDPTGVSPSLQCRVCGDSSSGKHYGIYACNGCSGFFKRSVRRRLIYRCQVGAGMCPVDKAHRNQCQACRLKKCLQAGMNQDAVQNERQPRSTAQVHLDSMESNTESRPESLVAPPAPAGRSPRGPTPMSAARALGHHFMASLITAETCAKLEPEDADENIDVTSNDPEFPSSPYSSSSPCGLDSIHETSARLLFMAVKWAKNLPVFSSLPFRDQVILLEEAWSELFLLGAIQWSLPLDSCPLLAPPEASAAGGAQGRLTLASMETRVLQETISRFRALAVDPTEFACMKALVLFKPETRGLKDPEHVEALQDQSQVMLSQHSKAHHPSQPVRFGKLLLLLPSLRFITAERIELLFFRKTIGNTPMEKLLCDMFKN
# CF NFkB inh: cystic fibrosis NF-kB activation inhibition; KKLEB NF-kB-GFP reporter, PAF-induced, GFP fluorescence overnight; inhibition, % at 5 µM; 0.86% of 360,000 active;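 active = at least 50% inhibition at 5 µM, scaled per plate between neutral and stimulator controls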;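 also: PAF is a Pseudomonas aeruginosa culture filtrate used as stimulus; plate controls were PAF-stimulated DMSO wells for no effect and unstimulated DMSO wells for full effect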
# Shn3 inh set2: inhibitors of Schnurri-3 3'UTR reporter in osteoblasts | Clone20 osteoblast Shn3 3'UTR firefly luciferase, 24 h | inhibition, % at 12.5 µM | 0.52% of 360,000 active | AID 588674;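 active = mean inhibition of at least 75% with every replicate also reaching 75%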;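 also: 0% = median of neutral control wells and 100% = pilot-screen positive control compound; some compounds past the cut are filed as inactive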
# NR2E3 ag-2: activates human photoreceptor nuclear receptor NR2E3. GST-NR2E3/biotin-RetCOR TR-FRET, 1536-well. inhibition of corepressor binding, % at 4.78 µM. 0.12% of 320,000 active. AID 2300;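 active = percent inhibition above the cutoff of mean plus 3 SD of all tested compounds, set per screening campaign, cut at about 20% in these data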;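 also: 0% = DMSO wells and 100% = biotin wells as full block of FRET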
#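 System: GST-NR2E3 and biotin-RetCOR proteins; probe or stimulus: 7 nM biotin-RetCOR; doses: compound at 4.8 µM, single dose; schedule: Compound–protein incubation for 5 h at 4 °C; detection: time-resolved FRET; read-out: percent inhibition; controls: biotin wells as high control, 0.6% DMSO wells as low control; format: 1536-well plates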
# TRPM1 prom inh: inhibitors of MITF-driven TRPM1 promoter in melanoma cells; 0.83% of 330,000 active; SK-MEL-5 TRPM1 promoter luciferase, 24 h; inhibition, % at 12.5 µM;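 active = mean inhibition across replicates of 60% or more, whatever share of single replicates reaches that level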; also: values of inactives mirror those of a sister screen read the other way
# C8 TRAIL sens: caspase-8 TRAIL sensitization; 1% of 360,000 active; inhibition (viability loss, TRAIL sensitization), % at 10 µM; NB7+C8 cells + TRAIL, ATPlite viability luminescence;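 active = compounds causing at least 50% loss of cell viability in the single-dose screen, relative to plate controls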
# Active calls of the source: *; . = not tested or not shown.
# The opening four compounds, to show the layout:
SMILES,iPSC survival up,HIF-2a block,Peg3 promoter,LMP1 NFkB inh,KKLEB tox,NR2E3 ag-1,CF NFkB inh,Shn3 inh set2,NR2E3 ag-2,TRPM1 prom inh,C8 TRAIL sens
COC(=O)c1ccc(OS(=O)(=O)c2ccc(NC(C)=O)cc2)cc1,0.2,-18,-8,14,-7,-15,-3,33,-1,-11,-13
Cc1ccc(NC2CCCN(C(=O)c3cc(C(C)C)nn3C)C2)cc1C (configuration not stated),1.7,-14,-14,-2,-6,7,-11,-13,.,.,-1
Cc1cc(Cl)c(S(=O)(=O)Nc2ccccn2)cc1OCC(N)=O,-1.6,15,5,0,6,6,-11,7,0,-1,-8
O=C(Nc1cccc(O)c1)c1cc(-c2ccccc2Cl)on1,-0.8,-62,-45,3,-42,-20,-12,29,4,7,70*

# Results, repeating the preview:
SMILES,iPSC survival up,HIF-2a block,Peg3 promoter,LMP1 NFkB inh,KKLEB tox,NR2E3 ag-1,CF NFkB inh,Shn3 inh set2,NR2E3 ag-2,TRPM1 prom inh,C8 TRAIL sens
COC(=O)c1ccc(OS(=O)(=O)c2ccc(NC(C)=O)cc2)cc1,0.2,-18,-8,14,-7,-15,-3,33,-1,-11,-13
Cc1ccc(NC2CCCN(C(=O)c3cc(C(C)C)nn3C)C2)cc1C (configuration not stated),1.7,-14,-14,-2,-6,7,-11,-13,.,.,-1
Cc1cc(Cl)c(S(=O)(=O)Nc2ccccn2)cc1OCC(N)=O,-1.6,15,5,0,6,6,-11,7,0,-1,-8
O=C(Nc1cccc(O)c1)c1cc(-c2ccccc2Cl)on1,-0.8,-62,-45,3,-42,-20,-12,29,4,7,70*
CCOC(=O)N1CCC(NC(=O)CCC(=O)N2CCOc3ccc(Cl)cc32)CC1,-0.5,13,0,2,21,10,-24,15,-3,14,-5
CCOC(=O)N(NC(=O)C(O)(CC(C)C)CC(C)C)c1ccccc1,-1.3,14,7,0,-4,18,-2,-39,1,-6,12
CSCc1c(C(=O)OCC(=O)NC2CCCCC2)oc2ccccc12,1.2,11,11,-4,-35,-11,-4,0,1,-3,1
Cc1noc(C)c1S(=O)(=O)N1CCC(C(=O)NC2CCN(Cc3ccccc3)CC2)CC1,-2.8,16,9,11,-6,-10,4,28,2,15,3
Nc1c(N(Cc2ccco2)C(=O)c2cccc(Cl)c2)c(=O)[nH]c(=O)n1Cc1ccccc1,-0.5,-8,4,4,9,-20,-4,-12,3,-1,8
O=C(NCCCN1CCN(c2ccccc2F)CC1)C1CCC(=O)N1C1CCCC1 (configuration not stated),-2.2,9,-9,2,-13,11,8,-5,0,-6,-19
COc1ccc(CN(C)C(=O)c2ccc3c(=O)n4c(nc3c2)CCC4)cc1,-0.4,16,9,9,-8,-15,22,9,-2,-1,-10
COc1ccc(NC(=O)CCCn2cc([N+](=O)[O-])cn2)cc1,-0.7,14,6,-7,-8,11,27,0,-1,0,-4
CC(C)c1cc(C(=O)N2CCCC(N3CCN(c4ccc(F)cc4)CC3)C2)n(C)n1 (configuration not stated),0.3,1,9,-1,5,46,-3,51,.,16,7
CC(C#N)(NC(=O)CN1CCN(S(=O)(=O)c2cccc(F)c2)CC1)C1CC1 (configuration not stated),-0.7,-10,4,-18,-8,22,24,-33,.,.,-11
O=c1[nH]ncc(N2CCCC2)c1Cl,2.2,0,-5,0,13,-14,11,-4,2,-9,-5
CCOC(=O)C1=C(C)NC(=O)C1CC(=O)O (configuration not stated),-0.2,-7,1,4,-4,-4,-4,9,0,-8,0
CN(CC(O)COCc1ccc2c(c1)OCO2)C1CCCCC1 (configuration not stated),2.8,16,10,-3,-5,-9,4,19,1,5,11
O=C(c1ccc(Br)o1)N1CCC(Cc2ccccc2)CC1,-0.5,-21,-21,6,-8,1,12,10,-1,7,1
CC(c1ccccn1)N(CCN(C)C)C(=S)Nc1cccc(F)c1 (configuration not stated),1.1,8,11,3,6,-25,-4,25,3,6,5
COc1cc2c(cc1OC)CC1(CCCCC1)N=C2,1.7,10,18,3,8,-7,3,3,7,6,-10
COc1ccc(N2C(=O)CC(N3CCN(S(=O)(=O)c4ccc(Cl)cc4)CC3)C2=O)cc1 (configuration not stated),1.7,14,-13,-5,-9,0,6,0,-2,0,1
Cc1onc(C(=O)Nc2c(C)n(C)n(-c3ccccc3)c2=O)c1[N+](=O)[O-],-0.1,4,-4,-6,-2,18,13,-10,0,2,5
NC(=O)C1CCN(c2c([N+](=O)[O-])cc(C(F)(F)F)cc2[N+](=O)[O-])CC1,-0.1,29,7,1,-1,-26,-1,-6,0,0,10
O=C(COc1cccc2ccccc12)Nc1cc(Cl)ccc1C(=O)O,1.2,-2,31,10,0,45,6,0,2,19,10
COCCN1C[C@@H](CO)O[C@@H](n2cnc3c(NCc4ccco4)ncnc32)C1,-2.2,12,10,.,-12,-16,-31,-5,.,.,9

# Next part
SMILES,iPSC survival up,HIF-2a block,Peg3 promoter,LMP1 NFkB inh,KKLEB tox,NR2E3 ag-1,CF NFkB inh,Shn3 inh set2,NR2E3 ag-2,TRPM1 prom inh,C8 TRAIL sens
CCN1CCN(CC(=O)N2N=C(c3cccs3)CC2c2ccc(OC)cc2)C(=O)C1=O (configuration not stated),-0.1,6,0,-1,-10,-12,2,-1,-3,1,8
Cc1ccc(S(=O)(=O)NC(C(=O)Oc2ccc3ccc(=O)oc3c2)c2ccccc2)cc1 (configuration not stated),2.2,20,0,3,8,-8,16,12,2,3,-3
CCOC(=O)C1CCCN(C(=O)c2c(-c3ccccc3)noc2C)CC1 (configuration not stated),3.0,5,15,.,8,29,-13,-20,.,.,2
Cc1cc(Cl)c(S(=O)(=O)NCC2CCCO2)cc1OCC(=O)NC1CCCCC1 (configuration not stated),-0.4,21,4,1,-3,-7,3,44,-3,-6,10
Cc1nc(-c2ccccc2)sc1C(=O)O,0.4,-72,-95,-17,17,-63,-9,-14,-1,-18,5
CCc1cc(S(=O)(=O)N2CCN(C(=O)c3ccco3)CC2)ccc1OC,1.4,27,33,6,3,-17,7,21,0,12,5
CC(C)(C)c1ccc(C(=O)N2CCC2(C)C(=O)NCC(F)(F)F)cc1 (configuration not stated),-1.2,6,10,.,-2,-4,-10,9,.,.,-11
COc1ccc(C(=O)Oc2ccc(C(C)=O)cc2)c(OC)c1,-0.6,-46,-130,-7,0,-15,3,0,4,-38,-1
c1ccc2sc(NC3=NCN(C4CCCCCC4)CN3)nc2c1,1.6,-53,-48,-8,4,-24,4,18,5,9,0
O=C(CCc1ccccc1)N1CCCN(C(=O)CCc2ccccc2)CC1,-0.4,7,5,2,-1,-22,-1,5,-1,2,-4
CSc1ccc(CCNC(=O)c2cc(-c3ccccc3)c(N3CCOCC3)s2)cc1,-0.3,12,7,8,-17,-1,3,-2,4,13,16
Cc1cc(C)c(NC(=O)CN(C)S(=O)(=O)c2ccc3c(c2)n(C)c(=O)c(=O)n3C)c(C)c1,-0.5,0,13,6,0,1,2,9,-1,3,2
COc1ccc(CCN(C)CC(O)COc2c(C)ccc(C)c2C)cc1OC (configuration not stated),0.3,21,-8,13,-6,-5,20,-1,-1,4,-23
O=C1NCCN(Cc2ccc(Cl)c(F)c2)C1CC(=O)N1CCc2ccccc2C1 (configuration not stated),1.5,9,17,1,6,-1,10,0,1,21,2
Cc1ccc(Cn2c(=S)[nH]c3ccccc3c2=O)cc1,-0.4,12,-16,6,5,-28,4,-5,2,6,-4
CCS(=O)(=O)c1ncc(Cl)c(C(=O)Nc2ccc(S(=O)(=O)N(C)c3ccccc3)cc2)n1,21*,95*,102*,57*,-97*,37,82*,99*,-3,98*,98*
CC1=NN(c2cccc(Cl)c2)C(=O)C12CC(C)=C(C)CS2 (configuration not stated),-3.1,-7,7,4,-8,-21,11,11,-1,1,-6
COc1ccc(OC)c(S(=O)(=O)N2CCC(C(=O)NCCc3ccccc3)CC2)c1,-1.1,-16,-1,-1,0,-7,5,-27,3,-18,-12
COc1cccc(/C=c2\s/c(=C/C(=O)c3ccc(C)cc3)[nH]c2=O)c1OC,2.7,-4,-19,12,-2,1,0,-19,0,-15,1
COC(=O)c1c(-c2cccs2)csc1NC(=O)c1cccnc1,1.0,-268,-259,-12,-11,-81,-1,-58,4,-58,5
CC1CN(S(=O)(=O)c2ccc(C(=O)Nc3nnc(-c4ccco4)o3)cc2)CC(C)O1 (configuration not stated),-1.3,11,-2,-4,-4,-14,-8,-27,1,12,4
COc1cccc(OC)c1C(=O)OCC(=O)NC1CCCCCC1,-0.4,3,9,-6,-3,-9,-2,-6,1,11,1
CC(=O)Nc1cc(-c2cccc(CO)c2)cn2c(-c3ccc(C(C)=O)cc3)cnc12,-1.7,12,30,.,-10,-16,-26,-4,.,.,0
N#CC(=Cc1ccccn1)c1nc(-c2ccc(Cl)cc2)cs1,0.4,-221,-134,-31,-17,-46,-5,0,.,.,-1
Cc1ccc(NC(=O)CCCNC(=O)c2ccc(Cl)cc2)cc1S(=O)(=O)N1CCOCC1,0.3,6,11,-2,20,9,-21,-4,-2,4,3

# Next results:
SMILES,iPSC survival up,HIF-2a block,Peg3 promoter,LMP1 NFkB inh,KKLEB tox,NR2E3 ag-1,CF NFkB inh,Shn3 inh set2,NR2E3 ag-2,TRPM1 prom inh,C8 TRAIL sens
COc1cc(C(=O)Nc2ccccc2C(=O)NCc2cccnc2)cc(OC)c1OC,-0.3,11,8,-16,7,8,19,-1,0,-5,0
Cc1ccc(N2C(=O)CC(N3CCN/C3=C3\CC/C(=C\c4ccccc4)C3=O)C2=O)cc1 (configuration not stated),-2.9,9,1,6,-2,6,13,-16,0,-7,-4
O=C(NC(=S)NCC1CCCO1)c1ccccc1F (configuration not stated),2.3,-65,-28,-8,7,6,2,-18,4,-2,2
CC(NC(=O)c1ccccc1)C(=O)N/N=C/c1cccc([N+](=O)[O-])c1 (configuration not stated),-0.5,-90,-29,-6,5,-24,-1,-23,0,-13,6
COc1ccccc1OCCNC(=O)C(CCSC)NC(=O)c1ccccc1Cl (configuration not stated),0.7,5,-15,1,-1,5,10,2,-2,3,-7
Cc1ccc([C@H]2C(C(=O)O)=CC[C@@H](c3ccc(Cl)cc3)N2S(=O)(=O)c2ccccc2C)cc1,14,17,11,1,-11,48,21,-3,.,13,-17
COc1cc(OC)cc(-c2noc(-c3csc([C@@H]4C[C@H](O)[C@@H](CO)O4)n3)n2)c1,-3.1,-198,-173,.,-8,-60,-2,-125,.,.,33
CCC1=C2CC[C@H]3C(=O)N(CC)C(=O)[C@H]3[C@H]2[C@@]2(Cc3ccccc3)C(=NCc3ccccc3)OC(=O)N2C1=O,1.7,-2,-14,3,-36,-25,22,5,-3,4,3
CC1(C(=O)NS(=O)(=O)Cc2ccccc2C(F)(F)F)CCN1C(=O)Cc1cccs1 (configuration not stated),0.5,-1,5,.,18,3,0,-3,.,.,-3
COc1ccc(-n2c(C)cc(C(=O)COC(=O)c3ccc(O)cc3O)c2C)cc1,-1.5,-58,-96,17,22,59,29,59,0,4,12
COc1ccc(Cl)cc1NC(=O)COC(=O)CCNC(C)=O,1.1,15,1,-9,1,-12,-1,-4,1,-5,-4
N#C/C(=C\c1cccs1)C(=O)NCc1cccnc1,-2.2,6,1,2,14,-19,4,-1,1,10,-8

# The list is partial; count on the stated rates, not on these rows.
